Bioassay records as filed in PubChem BioAssay.
PTHR1 ag – agonists of human PTHR1 parathyroid hormone receptor | 0.075% of 410,000 active | Q03431 | Potency, µM (doses to about 115 µM), for the others: at the highest dose activation, usual class: activators | HEK293 GP2 PTHR1 cells, GloSensor cAMP luminescence, 1 h; also: potency is read from the fitted curve at half-maximal effect; nearly all actives have a fitted effect of over 55% in size; some results filed as inactive show a strong effect at the top dose; inactives centre near -15; many of its hits are not listed in these tables
Target sequence (Q03431 whole entry, looked up): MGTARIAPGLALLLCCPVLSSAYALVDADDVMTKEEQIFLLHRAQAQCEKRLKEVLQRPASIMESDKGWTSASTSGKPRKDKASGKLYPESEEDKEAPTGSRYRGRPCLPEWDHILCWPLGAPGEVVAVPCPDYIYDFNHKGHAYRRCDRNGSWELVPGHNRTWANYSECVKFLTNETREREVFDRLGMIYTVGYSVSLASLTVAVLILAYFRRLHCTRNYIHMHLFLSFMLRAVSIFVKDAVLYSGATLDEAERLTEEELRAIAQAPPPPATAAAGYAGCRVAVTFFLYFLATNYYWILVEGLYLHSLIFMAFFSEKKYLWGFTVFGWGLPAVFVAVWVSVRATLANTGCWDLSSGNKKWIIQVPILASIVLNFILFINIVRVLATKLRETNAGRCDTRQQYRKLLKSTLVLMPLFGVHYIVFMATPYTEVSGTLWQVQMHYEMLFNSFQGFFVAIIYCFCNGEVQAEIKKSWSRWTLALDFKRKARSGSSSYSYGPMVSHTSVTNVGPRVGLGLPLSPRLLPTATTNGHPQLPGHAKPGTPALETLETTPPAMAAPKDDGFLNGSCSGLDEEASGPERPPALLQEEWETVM
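HEK-293-derived GP2 cells expressing PTHR1 and a GloSensor cAMP reporter, 3,000/well, plated overnight, given luciferin plus IBMX (each 0.5 mM as added) for 1 h at 37 °C, then compound for 1 h at 37 °C. Luminescence was read after 15 min at room temperature.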
Abeta yeast res – restores growth of yeast expressing A-beta42 peptide | yeast expressing A-beta42, growth rescue, OD600, 48 h; response scale: 0% DMSO, 100% iron-clioquinol control | AID 1347071 | 0.063% of 410,000 active | Potency, µM (top dose mostly 46.1 µM), for the others: at the highest dose growth rescue, hits mostly activators; also: potency is read from the fitted curve at half-maximal effect; nearly all actives have a fitted effect of over 55% in size
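Yeast growth medium received pinned compounds, then yeast cells expressing toxic A-beta were added; plates incubated at 30 C for 48 hr. Growth read as absorbance at 600 nm, normalized to DMSO and equimolar FeCl3 plus clioquinol controls.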
FUS suppressor – rescues growth of FUS-expressing yeast; S. cerevisiae FUS-expressing, growth rescue, OD600, 24 h; Potency, µM (top dose mostly 76.6 µM), without a hit: at the highest dose growth rescue (activation), most hits filed as activators; 0.24% of 390,000 active; AID 1347120;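 also: potency is read from the fitted curve at half-maximal effect; plate controls were DMSO vehicle for no effect and reference control for full effect; nearly all actives have a fitted effect of over 55% in size; some results filed as inactive show a strong effect at the top dose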
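Quantitative HTS measuring growth restoration of FUS-toxic yeast. Galactose-induced cells (OD 0.005) were exposed 24hr at 30C to compounds at several concentrations, then absorbance at 600 nm was recorded.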
Akt phos inh – inhibitors of Akt phosphorylation; Neuro2A IGF-stimulated pAkt S473 HTRF, 20 min; stronger effect = lower value; 0.32% of 360,000 active; activity change, % for hits at 50 µM; in the data active = activity change below about -80%; inconclusive = mostly about -51% to -80%; also: % is scaled to controls: 0 for no effect and ±100 for the full control effect
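Neuro2A cells (4,500/well, DMEM with 0.5% FBS) were treated with compound at a single 50 µM final concentration, stimulated with 6 nM IGF for 20 min at 37 °C, and lysed. Phospho-Akt Ser473 was read by HTRF as 665/615 ratio ×10^4.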
TDP-43 yeast inh – inhibitors of TDP-43 toxicity in yeast | 1.8% of 410,000 active | TDP-43 expressing yeast growth rescue, BacTiter-Glo, 24 h | Potency, µM (highest dose often 46.1 µM), inactives show top-dose growth rescue (activation), most hits filed as activators; also: potency is read from the fitted curve at half-maximal effect; % of control where 0% means no effect; nearly all actives have a fitted effect of over 50% in size
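Galactose-induced TDP-43 yeast, OD600=0.02, compound pinned; 24 hr, 30 deg C; BacTiter-Glo luminescence for growth. Inhibitors of TDP-43 toxicity read as activators.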
GLP-1R inv ag – acts as inverse agonist at human GLP-1 receptor. P43220. HEK293 GLP-1R CRE-luciferase, luminescence, 24 h; GLP-1R form is constitutively active. Potency, µM (highest dose often 38.3 µM), for the others: at the top dose activity change, negative = inhibition, hits mostly inhibitors. 1.6% of 410,000 active. AID 624417; also: potency is read from the fitted curve at half-maximal effect; % is scaled to controls: 0 for no effect and ±100 for the full control effect; nearly all actives have a fitted effect of over 55% in size
Target sequence (P43220 whole entry, looked up): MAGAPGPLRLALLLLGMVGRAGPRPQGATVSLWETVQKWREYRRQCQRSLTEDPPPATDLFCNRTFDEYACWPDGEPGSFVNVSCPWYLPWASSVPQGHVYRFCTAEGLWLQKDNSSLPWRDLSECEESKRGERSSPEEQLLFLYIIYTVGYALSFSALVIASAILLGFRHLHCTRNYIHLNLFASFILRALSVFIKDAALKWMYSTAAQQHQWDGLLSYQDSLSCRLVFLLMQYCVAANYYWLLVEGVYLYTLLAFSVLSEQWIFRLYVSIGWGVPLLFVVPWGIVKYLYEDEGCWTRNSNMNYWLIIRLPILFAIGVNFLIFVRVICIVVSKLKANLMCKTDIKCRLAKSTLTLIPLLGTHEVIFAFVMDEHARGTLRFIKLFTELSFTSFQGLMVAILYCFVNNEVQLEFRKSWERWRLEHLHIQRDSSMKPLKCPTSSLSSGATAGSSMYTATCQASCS
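Assay principle: reduced luminescence from a cAMP-responsive reporter in HEK293 cells co-expressing a constitutively active GLP-1R. Conditions: 24 hr compound incubation, 37 deg C, 5% CO2.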
D3 antag – D3 dopamine receptor (human) antagonism | P35462 | D3R cells, DiscoveRx beta-arrestin luminescence, antagonist mode; stronger effect = lower value | max response, negative = inhibition, % | 2.5% of 360,000 active; in the data active = max response below about -50%; inconclusive = no clear call, values can overlap the other calls; also: % is scaled to controls: 0 for no effect and ±100 for the full control effect; mostly tested at two doses, the higher about 12 µM
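Cells plated overnight at 1500 cells/well, then exposed to library compounds with dopamine controls for 90 minutes at 37 degrees C. DiscoveRx reagent added for 30–60 minutes at room temperature; luminescence read, quantitative HTS format.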
GLP-1R agonist – activates the human GLP-1 receptor | HEK293 GLP-1R CRE-luciferase, luminescence, 4-6 h; cells express a hypersensitive GLP-1R form | Potency, µM (series often up to 45.6 µM), without a hit: at the top dose activation, usual class: activators | 0.007% of 380,000 active; also: potency is read from the fitted curve at half-maximal effect; % of control where 0% means no effect
aSyn yeast inh – inhibitors of alpha-synuclein toxicity in yeast; Yeast expressing alpha-synuclein, growth rescue, BacTiter-Glo, 24 h; Potency, µM (titrated, usually from 46.1 µM), without a hit: top-dose growth rescue (activation), usual class: activators; 0.14% of 370,000 active; also: potency is read from the fitted curve at half-maximal effect; % of control where 0% means no effect; nearly all actives have a fitted effect of over 65% in size
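Readout is rescue of growth in alpha-synuclein-expressing yeast, so inhibitors of toxicity appear as activators. Growth after 24 hr at 30 deg C in galactose medium is quantified by luminescence.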
The depositor's hits bear a star; i = inactive; ? = inconclusive; . = not tested or not shown; [ ] = another dose, or the depositor's remark. Unless noted, calls follow the shape of the dose curve; as a rule, active = well fitted curve in the direction sought with a large enough effect; inconclusive = small, poorly fitted or top-dose-only effect, or another doubt; inactive = no such curve, though single readings can be large; an effect the other way counts as inactive or inconclusive. Only part of the results is shown; the hit share may differ from the screen's.

Value order – PTHR1 ag	Abeta yeast res	FUS suppressor	Akt phos inh	TDP-43 yeast inh	GLP-1R inv ag	D3 antag	GLP-1R agonist	aSyn yeast inh
- Cc1ccc(S(=O)(=O)N2CCOc3ccccc32)c(C)c1NS(C)(=O)=O
 : -18%	5%	10%	i	19%	-19%	0	6%	9%
- COC(=O)c1c(NC(=O)COc2ccc(C)cc2Br)sc2c1CCCC2
 : i	-2%	16%	.	15%	4%	.	.	.
- Cn1c(C(=O)N2CCCC2)cc2c(=O)n(C)c3ccccc3c21
 : 12%	-6%	-8%	i	0%	20%	8	7%	-6%
- COc1ccc(-n2nc(C(=O)NCC(=O)N3CCC(C)CC3)c3ccccc3c2=O)cc1Cl
 : -13%	-14%	?	i	?	?	21	15%	6%
- C/C(=N\N1C(C)CCCC1C)c1ccccc1O (configuration not stated)
 : i	-2%	-10%	i	-4%	2%	10	14%	2%
- CN1CCN(CC(O)COc2ccc(OCC(O)CN3CCN(C)CC3)cc2)CC1 (configuration not stated)
 : i	16%	7%	i	6%	20%	-1	3%	-1%
- CCOc1ccc(CCNC(=O)c2cnc3c(-c4ccc(F)cc4)c(C)nn3c2C)cc1
 : i	-6%	-8%	.	5%	0%	.	.	.
- O=C(NCC(c1ccc(F)cc1)N1CCOCC1)c1nn(-c2ccccc2)c(=O)c2ccccc12 (configuration not stated)
 : ?	9%	-6%	i	-6%	-21%	-83*	-6%	-1%
- Cc1nn(CCCC(=O)NCCCN2CCN(C)CC2)c(=O)c2c1sc1ccccc12
 : i	-21%	18%	i	-15%	1%	-16	3%	-1%
- Cc1ccc(CNC(=O)c2cc(S(=O)(=O)N3CCCC(C)C3)cn2C)cc1 (configuration not stated)
 : -5%	-2%	22%	.	1%	-9%	.	1%	.
- CCC(=O)NC(c1cccs1)c1cc([N+](=O)[O-])c2cccnc2c1O (configuration not stated)
 : i	26%	6%	i	?	-21%	-69*	-19%	-2%
- Cc1ccc(S(=O)(=O)Nc2cc3c(cc2C)n(C)c(=O)c(=O)n3C)cc1
 : -11%	0%	14%	.	2%	11%	.	.	.
- Cc1cc(C)c(Nc2ncnc3c2cnn3C)c(C)c1
 : -13%	0%	-9%	.	17%	20%	.	.	.
- COc1cc(S(=O)(=O)Nc2ccccc2)ccc1NC=O
 : i	-3%	15%	i	-14%	-7%	15	4%	-4%
- O=C(NCCCN1CCCC1=O)c1ccc2c(=O)n(Cc3ccco3)c(=S)[nH]c2c1
 : i	0%	2%	i	-1%	9%	-8	2%	9%
- Cc1cc(NC(=O)c2cccc(S(=O)(=O)N3CCC(C)CC3)c2)no1
 : -3%	2%	.	i	-33%[inhibitor]	-22%	-10	1%	-7%
- COCc1[nH][nH]c(=O)c1/C=N/N1CCOCC1
 : -11%	-6%	-10%	i	12%	15%	1	7%	-10%
- O=C(Nc1ccc2[nH]ccc2c1)c1ccc(F)cc1
 : -32%[inhibitor]	2%	0%	i	11%	?	29	-5%	5%
- Cn1c(=O)c2c(nc(SCC(=O)NCc3ccc4c(c3)OCO4)n2Cc2ccc(F)cc2)n(C)c1=O
 : -23%	10%	0%	i	-1%	14%	-10	-4%	18%
- O=C1Nc2c(c(=O)[nH]c(=O)n2-c2ccccc2)C(C(F)(F)F)(C(F)(F)F)N1
 : i	13%	14%	i	-25%	1%	-21	-4%	0%
- CC(C)COc1ccc(C(=O)Nc2ccc(SC(F)F)cc2)cc1
 : -62%[inhibitor]	4%	-30%	i	20%	-20%	16	-8%	-2%
- N/C(Cc1ccc(Cl)cc1)=N\OC(=O)C1CCCCC1
 : -54%[inhibitor]	-60%[inhibitor]	.	i	-62%[inhibitor]	-23%	14	1%	-75%[inhibitor]
- CCc1cc(C(c2ccccc2OC)N2CCOCC2)c(NC(=O)c2ccccc2)s1 (configuration not stated)
 : -8%[57.5 µM]	-7%	11%	i	20µM*	-28%	14	26%	11%
- COc1ccc(CNC(=O)O[C@H]2C[C@@H]3C(=O)N(c4ccccc4)C(=O)[C@@H]3[C@@H]3CN(S(=O)(=O)c4ccc(C)cc4)C[C@]23O)cc1OC
 : -20%	-5%	?	i	0%	-2%	-13	-1%	1%
- O=C(NCc1ccc(F)cc1)c1cc(C2CCCCN2C(=O)OCCF)on1 (configuration not stated)
 : -24%	27%	14%	i	0%	-8%	6	-6%	1%
- Nc1cc(=O)[nH]c(SCC(=O)c2ccc(F)cc2)n1
 : i	-10%	-11%	i	9%	-44%	-1	-1%	4%
- CN(C)CCNC(=O)c1cccc2nc3c(ccc4ccccc43)nc12
 : -20%	-13%	.	i	-2%	8.9µM*	-28	-10%	2%
- O=C1C2CC=CCC2C(=O)N1Cc1nnc(-c2ccccc2Br)o1 (configuration not stated)
 : -11%	-17%	41%	i	-3%	-2%	-14	8%	-8%
- CC(C)OCC(O)CN1CCNCC1 (configuration not stated)
 : -34%	4%	1%	-115%*	-1%	5%	-14	-9%	-5%
- CC(=O)Nc1ccnc(-c2cccnc2)n1
 : -16%[57.5 µM]	-3%	-4%	.	-25%	5%	8	-15%	-2%
- CC(=O)c1ccc(N2CCN(C(=O)CCCCn3c(=O)[nH]c4ccsc4c3=O)CC2)cc1
 : -14%	-4%	-41%	.	0%	15%	.	0%	.
- CCOC(=O)NC(C)N1C(=O)C2C3C=CC(C3)C2C1=O (configuration not stated)
 : -25%	-2%	-7%	i	16%	3%	-5	1%	1%
- Oc1ccccc1/C=N/Nc1nccnc1Cl
 : -21%	?	12%	i	?	?	51	-13%	14µM*
- O=C(NC(=S)Nc1ccc(F)c([N+](=O)[O-])c1)c1ccccc1F
 : -32%[inhibitor]	-11%	8%	i	-13%	?	-5	8%	0%
- Cc1ccc(-c2c(C(=O)N/N=C/c3c[nH]c4ccccc34)nnn2-c2nonc2N)cc1
 : i	-13%	-21%	.	5%	3.2µM*	53	-4%	0%
- Cc1ccc(S(=O)(=O)N2C[C@H]3C(=O)C[C@@H](c4cccc(C)c4)N(S(=O)(=O)c4ccc(C)cc4)[C@H]3C[C@H]2c2ccccc2)cc1
 : -21%	-14%	7%	i	14%	-16%	7	-4%	-6%
- Cc1ccc(C)c(C(O)c2ncc(-c3ccc(C(F)(F)F)cc3)[nH]2)c1 (configuration not stated)
 : -16%	-15%	2%	i	14%	?	-19	-3%	11%
- COc1ccc(NC(=O)CN(C)C(=O)CCCc2c[nH]c3ccccc23)cc1
 : -10%	14%	19%	i	5%	?	8	0%	4%
- CCOc1ccc(NS(=O)(=O)c2ccc(SC)cc2)cc1
 : -11%[57.5 µM]	-19%	20%	i	28%	-27%	18	4%	13%
- Cc1ccc(C)c(OCCn2cc(/C=C(/C#N)C(=O)NCC3CCCO3)c3ccccc32)c1 (configuration not stated)
 : 10%	14%	.	i	20%	?	19	3%	15%
- Cc1ccccc1CSCC(=O)Nc1ccccc1-c1ccccc1
 : i	18%	.	i	0%	?	0	5%	-1%
- O=C1C2=C(CCCC2)C(=O)N1CNc1ccccc1
 : -19%	1%	9%	i	2%	10%	2	1%	3%
- CSc1ccc(S(=O)(=O)Nc2ccc(NC(C)=O)cc2)cc1
 : -6%	-9%	14%	i	-5%	9%	26	-3%	0%
- N#Cc1ccc(C(=O)Nc2nnc(-c3ccco3)o2)cc1
 : i	14%	2%	i	0%	22%	-2	0%	12%
- CCCCCOC(=O)C1=C(C)NC(=O)NC1c1ccc2c(c1)OCO2 (configuration not stated)
 : -2%	0%	22%	i	10%	15%	25	16%	3%
- Cc1cc(NC(=O)c2cnn3c(C(F)F)cc(-c4ccccc4)nc23)no1
 : -8%[57.5 µM]	12%	18%	i	0%	1%	35	-6%	-9%
- CCCCC[C@H](O)/C=C/[C@@H]1[C@@H](C/C=C\CCCC(=O)OC)[C@@H](O)C[C@H]1O
 : ?	-2%	10%	i	19%	20%	44	7%	-4%
- CC1CN(C(=O)COC(=O)/C=C/c2cccc([N+](=O)[O-])c2)CC(C)O1 (configuration not stated)
 : i	-2%	.	i	14%	-35%	36	4%	-7%
- N#Cc1ccc(C2=CC(=O)C[C@H](c3ccc4c(c3)OCO4)C2)cc1
 : -31%[inhibitor]	-24%	?	i	18µM*	?	?	7%	-2%
- O=C(NC1CCCCC1)c1ccc(CSc2nc3cccnc3n2Cc2ccccc2)cc1
 : -31%[inhibitor]	-8%	28%	.	5%	?	.	.	.
- Cc1ccccc1NC(=O)c1ccc(F)c(S(=O)(=O)N(C)C2CCCCC2)c1
 : i	?	?	.	16µM*	10µM*	.	.	.
- O=C(Cn1cnc2c(nnn2Cc2ccc(F)cc2)c1=O)N1CCCc2ccccc21
 : -23%	-3%	.	i	7%	10%	13	-11%	10%
- CC(C)c1cc(-c2cc(C(=O)NCc3ccccc3)on2)nc(NCC2CC2)n1
 : -27%	-14%	36%	i	16µM*	13µM*	18	-4%	?
- O=C(N/N=C/c1ccc(OC(=O)c2ccco2)cc1)c1ccc[n+]([O-])c1
 : i	-11%	-11%	i	8%	0%	12	13%	-2%
- Cc1cc(N2CCN(Cc3ccccc3)CC2)n2nc(C)c(-c3ccccc3)c2n1
 : -8%[57.5 µM]	5%	14%	i	-13%	0%	?	-14%	-5%
- CCc1sc(C(=O)Nc2ccccc2N2CCOCC2)cc1C
 : -10%	-22%	33%	i	-13%[0.397 µM]	?	13	30%	-17%
